Source: PubChem
BioA inh: M. tuberculosis BioA enzyme inhibitors, primary screen, biochemical, plate reader, single point, HTS; 7,8-diaminopelargonic acid synthase BioA (Mycobacterium tuberculosis); inhibition, % at 9.99 µM; AID 602481, 2012; purified M. tuberculosis BioA enzyme; 0.096% of 360,000 active; in the data active = inhibition above about 40%
Numbers without * were called inactive. An excerpt; the hit share may differ from the screen's.

CCC(=O)N1CC[C@H]2[C@H](CO)Nc3ccc(-c4ccccc4)cc3[C@H]21
  BioA inh: 4.9
O=C(C[C@@H]1C=C[C@H](NC(=O)Nc2ccccc2)[C@@H](CO)O1)NCc1ccccn1
  BioA inh: -3.1
C[C@H](CO)N1C[C@H](C)[C@@H](CN(C)CC2CCCCC2)OCCCC[C@H](C)Oc2ccc(NS(=O)(=O)c3cccs3)cc2C1=O
  BioA inh: 1.4
COc1ccc(S(=O)(=O)Nc2ccc3c(c2)C(=O)N([C@@H](C)CO)C[C@H](C)[C@H](CN(C)C(=O)NC(C)C)OCCCC[C@@H](C)O3)cc1
  BioA inh: -0.9
Cc1noc(C)c1NC(=O)NCC[C@@H]1CC[C@H](NC(=O)Nc2cccc(F)c2)[C@H](CO)O1
  BioA inh: 9.9
COc1ccc(S(=O)(=O)Nc2ccc3c(c2)CC(=O)N([C@@H](C)CO)C[C@H](C)[C@@H](CN(C)Cc2ccc(C(F)(F)F)cc2)O3)cc1
  BioA inh: -0.1
O=C(C1CCCC1)N1[C@@H](CO)[C@@H]2c3ccccc3N(S(=O)(=O)c3ccccc3)C[C@@H]21
  BioA inh: 0.0
C/C=C/c1cnc2c(c1)C(=O)N([C@@H](C)CO)C[C@H](C)[C@@H](CN(C)C(=O)C1CC1)O2
  BioA inh: -0.9
C[C@@H]1CN([C@@H](C)CO)C(=O)c2cc(NS(=O)(=O)c3ccccc3)ccc2O[C@@H](C)CCCCO[C@@H]1CN(C)C(=O)CCCN(C)C
  BioA inh: 0.9
CC(C)C(=O)Nc1ccc2c(c1)C(=O)N(C)[C@H]1CC[C@H](CC(=O)NCc3ccccc3F)O[C@@H]1CO2
  BioA inh: -2.2

CC(C)CC#Cc1cnc2c(c1)C(=O)N([C@@H](C)CO)C[C@@H](C)[C@H](CN(C)C(=O)Nc1cccc(F)c1)O2
  BioA inh: 2.9
CO[C@H](C(=O)N(C)C[C@H]1OCc2ccccc2-c2c(n(C)c3ccccc23)C(=O)N([C@H](C)CO)C[C@H]1C)c1ccccc1
  BioA inh: 2.0
C[C@H](CO)N1C[C@H](C)[C@H](CN(C)S(=O)(=O)c2cccs2)OCCCC[C@H](C)Oc2ccc(NC(=O)NC3CCCCC3)cc2C1=O
  BioA inh: -5.4
Cc1noc(C)c1NC(=O)Nc1ccc2c(c1)C(=O)N([C@H](C)CO)C[C@H](C)[C@H](CN(C)S(=O)(=O)c1ccc(Cl)cc1)OCCCC[C@H](C)O2
  BioA inh: -1.0
C[C@@H]1CN([C@@H](C)CO)C(=O)Cc2cc(NC(=O)Nc3ccc4c(c3)OCO4)ccc2O[C@@H]1CN(C)Cc1ccc(Oc2ccccc2)cc1
  BioA inh: -2.0
C[C@H](CO)N1C[C@H](C)[C@@H](CN(C)Cc2ccccc2)OCCCC[C@H](C)Oc2ccc(NC(=O)CCCN(C)C)cc2C1=O
  BioA inh: -0.3
C[C@@H](NC(=O)C[C@H]1CC[C@@H]2[C@H](COC[C@@H](O)CN2C)O1)c1ccccc1
  BioA inh: 2.2
O=S(=O)(N[C@@H]1CC[C@@H](CCn2cc(-c3ccccn3)nn2)O[C@H]1CO)c1cccc(Cl)c1
  BioA inh: 6.2
CC=Cc1ccc2n(c1=O)C[C@@H]1[C@@H](CO)[C@H](C(=O)NCCC)[C@H]2N1Cc1cccnc1 (mixture of isomers)
  BioA inh: 0.0
COc1ccccc1NC(=O)N1CCCCN2[C@H](C1)[C@@H](c1ccc(C#Cc3ccccc3)cc1)[C@@H]2CO
  BioA inh: 0.6

COc1ccc(S(=O)(=O)N(C)C[C@H]2Oc3ccc(NC(=O)c4ccncc4)cc3C(=O)N([C@H](C)CO)C[C@H]2C)cc1
  BioA inh: -0.6
COc1cccc(CN(C)C[C@H]2OCc3cn(nn3)CCCC(=O)N([C@@H](C)CO)C[C@@H]2C)c1
  BioA inh: 1.0
COc1ccc(NC(=O)Nc2ccc3c(c2)C(=O)N([C@@H](C)CO)C[C@@H](C)[C@H](CN(C)S(=O)(=O)c2cn(C)cn2)O3)cc1
  BioA inh: -0.2
Cc1ccc(S(=O)(=O)N(C)C[C@H]2OCCCC[C@H](C)Oc3ccc(NS(=O)(=O)c4c(C)noc4C)cc3C(=O)N([C@@H](C)CO)C[C@H]2C)cc1
  BioA inh: -2.3
NCC[C@@H]1CC[C@H](NC(=O)c2ccccc2F)[C@@H](CO)O1
  BioA inh: -0.6
COCC(=O)Nc1ccc2c(c1)[C@@H]1C[C@H](CC(=O)N(C)C)O[C@H](CO)[C@@H]1O2
  BioA inh: -2.0
CCCC#Cc1ccc([C@@H]2[C@@H](CO)N3CCCCN(Cc4ccncc4)C[C@H]23)cc1
  BioA inh: -2.0
C[C@@H]1CN([C@@H](C)CO)C(=O)c2cc(NS(=O)(=O)c3ccc(F)cc3)ccc2O[C@@H](C)CCCCO[C@H]1CN(C)S(=O)(=O)c1cn(C)cn1
  BioA inh: 2.9
O=C(C[C@H]1CC[C@H]2[C@@H](COC[C@@H](O)CN2Cc2cccc(F)c2)O1)NCc1cccc(F)c1
  BioA inh: 1.9
C[C@H](CO)N1C[C@H](C)[C@@H](CN(C)C)OCCCC[C@H](C)Oc2ccc(NS(=O)(=O)c3ccc(F)cc3)cc2C1=O
  BioA inh: 0.7

COC(=O)[C@@H]1[C@@H](CO)[C@@H]2Cn3c(ccc(-c4cccc(C(=O)N(C)C)c4)c3=O)[C@@H]2N1C
  BioA inh: -2.3
N#C[C@@H]1[C@@H](c2ccc(C#Cc3cccc(F)c3)cc2)[C@@H](CO)N1C(=O)C1CC1
  BioA inh: 2.0
COc1ccc(C#Cc2ccc([C@H]3[C@H]4CN(C(=O)c5ccncc5)CCCCN4[C@H]3CO)cc2)cc1
  BioA inh: -1.9
C[C@@H](O)C#Cc1ccc([C@H]2[C@H]3CN(C(=O)c4cccc(F)c4)CCCCN3[C@H]2CO)cc1
  BioA inh: 0.6
C[C@@H]1CN([C@@H](C)CO)C(=O)c2ccccc2-c2ccccc2CO[C@H]1CN(C)C(=O)[C@H](C)c1ccccc1
  BioA inh: 1.7
Cc1ccc(S(=O)(=O)Nc2cccc3c2O[C@H](CN(C)S(=O)(=O)c2ccc(F)cc2)[C@@H](C)CN([C@@H](C)CO)C3=O)cc1
  BioA inh: -2.2
CCCC(O)C#Cc1cnc2c(c1)C(=O)N([C@H](C)CO)C[C@H](C)[C@H](CN(C)S(=O)(=O)c1cn(C)cn1)O2 (some centres not stated)
  BioA inh: -0.8
CO[C@@H]1CN(C)C(=O)c2ccc(NC(=O)C3CCC3)cc2OC[C@H](C)N(C(=O)CN(C)C)C[C@H]1C
  BioA inh: -3.1
C[C@@H]1CCCCO[C@H](CN(C)Cc2ccc(C(F)(F)F)cc2)[C@@H](C)CN([C@H](C)CO)C(=O)c2cc(NS(=O)(=O)c3ccc(F)cc3)ccc2O1
  BioA inh: 0.7
O=C([C@H]1[C@H](CO)[C@H]2Cn3c(cccc3=O)[C@@H]1N2Cc1ccccc1)N1CCCCC1
  BioA inh: -0.7

CC=Cc1ccc2n(c1=O)C[C@@H]1[C@@H](CO)[C@H](C(=O)NCCC)[C@H]2N1Cc1ccccc1OC (mixture of isomers)
  BioA inh: 0.2
C[C@@H]1CN([C@@H](C)CO)C(=O)Cc2cc(NC(=O)Nc3ccccc3)ccc2O[C@@H]1CN(C)Cc1ccc(C(=O)Nc2ccccc2N)cc1
  BioA inh: -3.8
CO[C@@H]1CN(C)C(=O)c2ccc(NS(=O)(=O)c3cn(C)cn3)cc2OC[C@H](C)N(CC2CC2)C[C@@H]1C
  BioA inh: -0.8
O=C(c1ccccc1)N1Cc2ccccc2[C@@H]2OC(c3ccc(OCCCO)cc3)=N[C@]2(Cc2ccccc2)C1=O
  BioA inh: -2.0
COc1ccc(CN(C)C[C@@H]2OCCCC[C@H](C)Oc3ccc(NC(=O)CCCN(C)C)cc3C(=O)N([C@H](C)CO)C[C@@H]2C)cc1
  BioA inh: -1.5
CS(=O)(=O)Nc1ccc2c(c1)[C@H]1C[C@H](CC(=O)NCC3CC3)O[C@@H](CO)[C@H]1O2
  BioA inh: -0.9
CCCC(=O)Nc1ccc2c(c1)C(=O)N(C)[C@@H]1CC[C@H](CC(=O)N3CCCCC3)O[C@H]1CO2
  BioA inh: 0.4
C[C@@H]1CN([C@H](C)CO)C(=O)c2cc(C3=CCCC3)cnc2O[C@H]1CN(C)C(=O)C1CCC1
  BioA inh: 0.9
COCC(=O)Nc1ccc2c(c1)OC[C@@H](C)N(C(=O)c1ccccc1)C[C@@H](C)[C@@H](OC)CN(C)C2=O
  BioA inh: -0.1
C[C@H]1CN([C@@H](C)CO)C(=O)c2cccc(NC(=O)Nc3ccc(C(F)(F)F)cc3)c2O[C@H]1CN(C)Cc1ccc(Cl)c(Cl)c1
  BioA inh: 0.4

C/C=C/c1cnc2c(c1)C(=O)N([C@@H](C)CO)C[C@H](C)[C@H](CN(C)C(=O)NCCC)O2
  BioA inh: -1.5
CO[C@@H]1CN(C)C(=O)c2cc(NC(=O)CN(C)C)ccc2OC[C@@H](C)N(C(=O)C2CC2)C[C@H]1C
  BioA inh: -0.1
C[C@@H]1CN([C@@H](C)CO)C(=O)c2cccc(NC(=O)Nc3ccc(C(F)(F)F)cc3)c2O[C@@H]1CN(C)CC1CC1
  BioA inh: 0.8
C[C@@H]1CCCCO[C@@H](CN(C)C(=O)Nc2ccccc2)[C@H](C)CN([C@@H](C)CO)C(=O)c2cc(N(C)C)ccc2O1
  BioA inh: -3.3
CC=Cc1ccc2n(c1=O)C[C@H]1[C@H](CO)[C@@H](C(=O)NCc3ccccc3)N(Cc3cncnc3)[C@@H]21 (mixture of isomers)
  BioA inh: -0.3
CC(C)NC(=O)N(C)C[C@@H]1Oc2cc(-c3cncnc3)ccc2S(=O)(=O)N([C@H](C)CO)C[C@@H]1C
  BioA inh: 1.2
Cc1ccc(S(=O)(=O)N(C)C[C@@H]2Oc3cc(-c4cccc(F)c4)ccc3S(=O)(=O)N([C@@H](C)CO)C[C@H]2C)cc1
  BioA inh: -3.9
COCC(=O)N1CCCCN2[C@H](CO)[C@H](c3ccc(-c4ccccc4)cc3)[C@@H]2C1
  BioA inh: -4.5
C[C@H](CO)N1C[C@H](C)[C@@H](CN(C)Cc2ccc(C(=O)O)cc2)Oc2ccc(NS(=O)(=O)c3cn(C)cn3)cc2CC1=O
  BioA inh: -1.8
O=C(C[C@@H]1C[C@@H]2c3cc(NC(=O)NC4CCCC4)ccc3O[C@@H]2[C@H](CO)O1)NCc1ccc(Oc2ccccc2)cc1
  BioA inh: -0.4

COc1ccc(CN(C)C[C@H]2Oc3ccc(NC(=O)Nc4cccc5ccccc45)cc3C(=O)N([C@@H](C)CO)C[C@@H]2C)cc1
  BioA inh: -0.2
Cn1cnc(CCNC(=O)C[C@@H]2CC[C@@H]3[C@H](COC[C@H](O)CN3C(=O)Nc3ccc(C(F)(F)F)cc3)O2)c1
  BioA inh: -0.4
Cc1noc(C)c1S(=O)(=O)Nc1ccc2c(c1)CC(=O)N([C@H](C)CO)C[C@H](C)[C@H](CN(C)Cc1ccc(Cl)c(Cl)c1)O2
  BioA inh: 1.1
O=C(C[C@H]1CC[C@H]2[C@@H](COC[C@H](O)CN2Cc2ccccc2)O1)N[C@H]1CCN(Cc2ccccc2)C1
  BioA inh: -2.6
C[C@H](CO)N1C[C@H](C)[C@H](CN(C)C(=O)c2cnccn2)Oc2ncc(C#CCC3CCCC3)cc2C1=O
  BioA inh: -0.3
C[C@H]1CN([C@@H](C)CO)C(=O)Cc2cc(NC(=O)CCCCCC(=O)Nc3ccccc3N)ccc2O[C@@H]1CN(C)C
  BioA inh: -4.9
CNC(=O)C[C@H]1CC[C@H]2[C@H](COc3ccc(NC(=O)Nc4ccc(F)cc4)cc3C(=O)N2C)O1
  BioA inh: 7.7
CCCNC(=O)[C@H]1[C@H](CO)[C@H]2Cn3c(ccc(-c4ccccc4)c3=O)[C@H]2N1C(=O)c1ccccc1F
  BioA inh: -0.5
C[C@H]1CN([C@@H](C)CO)C(=O)Cc2cc(NS(=O)(=O)c3cn(C)cn3)ccc2O[C@H]1CN(C)C(=O)Nc1cccc2ccccc12
  BioA inh: 1.0
CCC(=O)N(C)C[C@@H]1Oc2cc(-c3ccc(C)cc3)ccc2S(=O)(=O)N([C@H](C)CO)C[C@H]1C
  BioA inh: 8.3

A run of entries from the list above, as a working copy:
Cn1cnc(CCNC(=O)C[C@@H]2CC[C@@H]3[C@H](COC[C@H](O)CN3C(=O)Nc3ccc(C(F)(F)F)cc3)O2)c1
  BioA inh: -0.4
Cc1noc(C)c1S(=O)(=O)Nc1ccc2c(c1)CC(=O)N([C@H](C)CO)C[C@H](C)[C@H](CN(C)Cc1ccc(Cl)c(Cl)c1)O2
  BioA inh: 1.1
O=C(C[C@H]1CC[C@H]2[C@@H](COC[C@H](O)CN2Cc2ccccc2)O1)N[C@H]1CCN(Cc2ccccc2)C1
  BioA inh: -2.6
C[C@H](CO)N1C[C@H](C)[C@H](CN(C)C(=O)c2cnccn2)Oc2ncc(C#CCC3CCCC3)cc2C1=O
  BioA inh: -0.3

(listing goes on)
COCC#Cc1ccc([C@H]2[C@@H](CO)N3CCCCN(C(=O)COC)C[C@@H]23)cc1
  BioA inh: 7.6
O=C(C[C@@H]1CC[C@H](NC(=O)C2CCC2)[C@@H](CO)O1)NCc1ccncc1
  BioA inh: 1.5
COc1ccc(NC(=O)N(C)C[C@H]2OCCCC[C@@H](C)Oc3ccc(NS(=O)(=O)c4cn(C)cn4)cc3C(=O)N([C@@H](C)CO)C[C@@H]2C)cc1
  BioA inh: 1.9
COc1ccc(NC(=O)N(C)C[C@@H]2Oc3ccc(NC(=O)CCCCCC(=O)Nc4ccccc4N)cc3CC(=O)N([C@H](C)CO)C[C@@H]2C)cc1
  BioA inh: -2.3
C[C@H]1CN([C@@H](C)CO)C(=O)c2cc(NC(=O)Nc3cccc4ccccc34)ccc2O[C@H]1CN(C)Cc1ccncc1
  BioA inh: 0.6
C[C@@H]1CN([C@H](C)CO)C(=O)c2cccc(NC(=O)C3CCCCC3)c2O[C@@H]1CN(C)C(=O)Nc1ccccc1
  BioA inh: -1.0
C[C@@H]1CN([C@@H](C)CO)C(=O)c2cc(NC(=O)CCC(F)(F)F)ccc2O[C@@H]1CN(C)C(=O)Nc1ccc(F)cc1
  BioA inh: 1.8
C/C=C/c1ccc2c(c1)O[C@@H](CN(C)Cc1ccccn1)[C@@H](C)CN([C@@H](C)CO)S2(=O)=O
  BioA inh: 1.9
